CF NFkB block: cystic fibrosis NF-kB activation inhibition | KKLEB NF-kB-GFP reporter, PAF-induced, GFP fluorescence overnight | inhibition, % at 5 µM | 360,000 tested, 0.86% active;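 active = at least 50% inhibition at 5 µM, scaled per plate between neutral and stimulator controls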;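 note: PAF is a Pseudomonas aeruginosa culture filtrate used as stimulus; plate controls were PAF-stimulated DMSO wells for no effect and unstimulated DMSO wells for full effect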
TRPM1 prom inh: reduces MITF-dependent TRPM1 promoter luciferase signal. 330,000 tested, 0.83% active. SK-MEL-5 TRPM1 promoter luciferase, 24 h. AID 488899. inhibition, % at 12.5 µM;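 active = mean inhibition across replicates of 60% or more, whatever share of single replicates reaches that level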; note: values of inactives mirror those of a sister screen read the other way
Peg3 prom inh: reduces Peg3 promoter-driven luciferase expression in HeLa; inhibition, % at 20 µM; 360,000 tested, 1.7% active; AID 588405; HeLa PEG-Prom luciferase reporter, luminescence, overnight;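 active = inhibition of at least 50% at 20 µM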
CaV13 ICDI inh: Disruptors of the CACNA1D IQ motif to Ca2+-dependent inactivation inhibitor domain association, primary screening, Förster resonance energy transfer in intact living …; HEK cells, CFP/YFP FRET ICDI-IQ, plate reader, 10 min; percent FRET-ratio fall versus neutral wells; 340,000 tested, 0.098% active; inhibition, % at 12.3 µM;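 active = mean replicate inhibition of at least 30% and at least 1% of replicates passing that level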;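 note: 0% = median of the neutral control wells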
NR2E3 ag-1: agonists of human NR2E3 nuclear receptor; Q9Y5X4; CHO-S Gal4-NCOR/VP16-NR2E3 two-hybrid, luciferase; inhibition of corepressor binding, % at 3.98 µM; 360,000 tested, 0.35% active; AID 602229;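 active = inhibition above the mean of all tested compounds plus 3 SD, cut at about 70% in these data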;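 note: 0% = DMSO with NR2E3 transfected cells and 100% = cells lacking NR2E3 construct; higher means lower luciferase signal from less NR2E3 corepressor binding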
Target sequence (Q9Y5X4 whole entry, looked up, the tested form may be a part): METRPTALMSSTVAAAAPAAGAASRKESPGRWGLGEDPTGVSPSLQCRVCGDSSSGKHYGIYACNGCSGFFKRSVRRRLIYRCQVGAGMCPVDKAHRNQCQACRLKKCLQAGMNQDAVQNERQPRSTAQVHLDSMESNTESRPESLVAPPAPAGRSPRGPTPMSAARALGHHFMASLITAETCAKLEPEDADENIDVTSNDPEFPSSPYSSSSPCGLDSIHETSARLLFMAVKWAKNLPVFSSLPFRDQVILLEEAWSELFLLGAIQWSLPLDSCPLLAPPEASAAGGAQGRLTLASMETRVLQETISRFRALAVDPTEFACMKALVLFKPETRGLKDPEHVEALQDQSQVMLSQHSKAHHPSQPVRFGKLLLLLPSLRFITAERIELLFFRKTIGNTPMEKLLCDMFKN
Shn3 inh set2: inhibitors of Schnurri-3 3'UTR reporter in osteoblasts | Clone20 osteoblast Shn3 3'UTR firefly luciferase, 24 h | inhibition, % at 12.5 µM | 360,000 tested, 0.52% active | AID 588674;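 active = mean inhibition of at least 75% with every replicate also reaching 75%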;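 note: 0% = median of neutral control wells and 100% = pilot-screen positive control compound; some compounds past the cut are filed as inactive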
HIF-2a inh: blocks HIF-2a reporter activity. 786-0 RCC cells HIF-2a reporter, luciferase luminescence, overnight. inhibition, % at 18.8 µM. 360,000 tested, 0.72% active;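 active = inhibition of the luminescence signal of 40% or more relative to plate controls, in a single-dose primary screen at 18.75 µM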
Vif imaging: HIV Vif inhibition | HEK293T cells, Vif self-association by quenched fluorescence, imaging, 24 h | inhibition, % at 7.49 µM | 340,000 tested, 0.35% active; in the data active = inhibition above about 50%, passing the limit was not always enough; note: some results filed as inactive read as strong as hits
NR2E3 ag-2: agonists of human nuclear receptor NR2E3 | GST-NR2E3/biotin-RetCOR TR-FRET, 1536-well | inhibition of corepressor binding, % at 4.78 µM | 320,000 tested, 0.12% active | AID 2300;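 active = percent inhibition above the cutoff of mean plus 3 SD of all tested compounds, set per screening campaign, cut at about 20% in these data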;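 note: 0% = DMSO wells and 100% = biotin wells as full block of FRET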
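Material: NR2E3–RetCOR corepressor complex / Amount: 1.35 nM GST-NR2E3 / Medium: Tris pH 7.5 / Compound: single nominal compound dose of 4.8 µM / Incubation: 5 h at 4 °C / Technique: TR-FRET, Eu(K)-anti-GST donor, streptavidin-D2 acceptor, ex 340, em 617/671 nm / Read-out basis: percent loss of FRET ratio relative to control wells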
PDI inh: inhibitors of human protein disulfide isomerase; inhibition, % at 10 µM; 350,000 tested, 0.052% active; PDI insulin aggregation turbidity, A650, 90 min;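 active = mean inhibition across replicates of 30% or more, whatever share of single replicates reach that level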;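 note: absorbance from insulin aggregation driven by PDI reduction with DTT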
Target sequence (P07237 whole entry, looked up): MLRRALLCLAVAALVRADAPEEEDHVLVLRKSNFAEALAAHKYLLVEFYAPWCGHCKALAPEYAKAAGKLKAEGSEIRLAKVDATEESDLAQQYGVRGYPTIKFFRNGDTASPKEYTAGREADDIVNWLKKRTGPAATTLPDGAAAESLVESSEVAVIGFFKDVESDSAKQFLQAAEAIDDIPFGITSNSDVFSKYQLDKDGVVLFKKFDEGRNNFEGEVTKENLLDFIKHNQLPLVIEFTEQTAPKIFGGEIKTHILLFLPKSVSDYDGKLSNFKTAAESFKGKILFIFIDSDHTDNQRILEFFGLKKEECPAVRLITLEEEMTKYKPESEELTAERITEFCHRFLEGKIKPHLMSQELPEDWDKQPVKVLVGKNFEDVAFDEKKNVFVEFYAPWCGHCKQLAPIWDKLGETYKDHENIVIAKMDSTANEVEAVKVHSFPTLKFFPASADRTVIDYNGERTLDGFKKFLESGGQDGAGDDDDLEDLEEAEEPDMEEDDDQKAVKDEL
KKLEB cytotox: reduces viability of KKLEB cystic fibrosis airway cells; KKLEB CF airway cells viability, ATPlite luminescence, overnight; hits give low values; cells stimulated with P. aeruginosa culture filtrate; activity change (cytotoxicity), % at 5 µM; 360,000 tested, 0.36% active;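 active = corrected activity change at or below -50% at 5 µM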
* = called active by the depositor; . = not tested or not shown; + = active, no number; & = joins results of further samples.

| canonical_smiles | KKLEB cytotox | Peg3 prom inh | HIF-2a inh | CF NFkB block | PDI inh | NR2E3 ag-1 | TRPM1 prom inh | Vif imaging | Shn3 inh set2 | NR2E3 ag-2 | CaV13 ICDI inh |
| --- | --- | --- | --- | --- | --- | --- | --- | --- | --- | --- | --- |
| Cc1ccc(C)c(NC(=O)C(c2ccccc2)N2CCOCC2)c1 (configuration not stated) | -9.2 | 21.1 | 6.1 | -0.2 | -6.3 | -14.4 | -8.2 | 24.2 | 6.1 | 2.0 | -6.2 |
| COC(=O)c1ccc(COc2ncnc3sccc23)cc1 | 3.9 | -21.4 | -2.5 | 9.3 | -0.2 | 3.4 | -6.0 | 8.5 | -19.4 | -0.2 | 1.6 |
| Cc1onc(-c2c(F)cccc2Cl)c1C(=O)Nc1nnc(C2CC2)s1 | 12.5 | 16.5 | 8.3 | -13.8 | 9.8 | -3.4 | 0.5 | 0.5 | 8.8 | 1.3 | . |
| Cc1ccc(N=Nc2c(C)[nH]n(-c3ccccc3)c2=O)cc1 | -10.3 | -85.9 | -68.9 | 2.1 | -0.9 | -15.5 | 12.1 | -5.4 | -3.0 | 2.8 | -4.5 |
| CCCCOc1ccc(CN2CCC(O)CC2)cc1 | 7.3 | -111.2 | -166.1 | -14.3 | -5.1 | -27.7 | -32.5 | 9.4 | -34.6 | 1.1 | -4.8 |
| COc1ccc(Br)cc1S(=O)(=O)n1c([N+](=O)[O-])cnc1C | 4.9 | 8.3 | 13.2 | -4.3 | -11.1 | -17.8 | -9.7 | -7.3 | -27.0 | -1.3 | -4.8 |
| COCCn1c(=O)[nH]c2cc(C(=O)NCC3CCCO3)ccc2c1=O (configuration not stated) | -3.3 | 16.2 | 15.6 | -20.8 | -5.5 | 5.9 | 11.2 | -1.7 | -16.2 | 0.7 | -8.4 |
| CCN(CC)S(=O)(=O)c1ccccc1/C=N\O | -5.4 | -9.0 | -8.8 | 7.9 | 8.2 | -2.0 | 17.2 | 4.4 | 14.9 | 2.7 | -5.1 |
| CCN(Cc1nc2cc(Cl)ccc2c(=O)[nH]1)C(=O)c1cc2c(s1)CCCCC2 | -0.2 | 1.7 | 1.9 | 8.2 | 1.9 | -0.2 | 0.6 | -15.4 | -7.6 | . | -7.2 |
| BrC(/C=N/N1CCN(Cc2ccccc2)CC1)=C/c1ccccc1 | -1.6 | -15.2 | -27.5 | -1.0 | -3.6 | -10.7 | -6.7 | 1.4 | . | 0.3 | -15.6 |
| O=C(CN1C(=O)COc2ccccc21)N1CCN(c2ccccc2F)CC1 | 0.7 | -6.9 | -9.5 | 9.4 | -6.6 | -20.2 | 6.1 | -0.5 | -28.5 | 4.1 | . |
| CC(C(=O)Nc1cccnc1)n1cc([N+](=O)[O-])cn1 (configuration not stated) | -11.2 | 5.3 | 17.4 | -0.8 | -6.6 | -1.2 | -13.8 | -2.6 | -23.1 | -1.8 | -6.5 |
| Cc1nc2ccccn2c1C(=O)NNC(=S)Nc1ccccc1 | 3.2 | -28.2 | -69.8 | -13.9 | 1.6 | -16.3 | -10.6 | 1.4 | -15.4 | 0.0 | -3.9 |
| O=C(CSc1nnc(CCCOc2ccc(Cl)cc2Cl)o1)Nc1ccc(C(=O)O)cc1 | 14.6 | -13.9 | 2.0 | 4.0 | -5.9 | 4.4 | 0.4 | 10.9 | 0.2 | -0.3 | -3.0 |
| Cc1cc(C(=O)CN2C(=O)NC(C)(c3ccccc3)C2=O)c(C)n1CC1CCCO1 (configuration not stated) | 6.5 | -8.2 | -3.3 | 15.5 | -3.0 | -5.0 | -2.1 | 4.5 | -4.6 | -4.9 | . |
| CCn1c(SCC(=O)c2cc(C)ccc2C)nc2cc(S(=O)(=O)N3CCOCC3)ccc21 | -3.2 | 17.2 | 13.4 | 9.0 | -10.6 | -27.0 | 11.8 | 0.4 | 8.5 | -0.2 | -14.2 |
| NC(CCc1ccccc1)c1csc(Nc2nncc3ccccc23)n1 (configuration not stated) | -7.8 | 89.8* | -4.2 | 26.2 | 17.4 | -2.6 | . | 10.4 | -1.3 | . | -3.4 |
| COc1ccc(NC(=O)C2CCCN2S(=O)(=O)c2ccc(Cl)cc2)cc1 (configuration not stated) | 6.8 | 8.2 | 10.1 | -13.0 | -7.1 | -13.1 | 7.7 | 5.0 | 12.1 | -0.4 | -2.6 |
| CCCc1cc(=O)oc2cc(C)cc(OCC(=O)N3CCC(C(=O)O)CC3)c12 | -2.1 | 4.8 | 9.6 | 7.1 | . | -13.4 | -0.4 | 17.3 | 76.7 | 2.3 | . |
| CCOc1ccc(-c2noc(CCCC(=O)NC3CCCCC3)n2)cc1OC | 2.3 | 5.2 | 11.8 | -8.5 | -5.6 | -28.3 | 2.0 | 8.3 | 8.4 | -1.4 | -2.6 |
| O=C1c2ccccc2C(=O)N1CCc1csc(-c2cccc(Cl)c2)n1 | 3.9 | -12.3 | -29.4 | 1.5 | 4.2 | 4.1 | -11.7 | -1.2 | -1.3 | -0.6 | . |
| COc1ccc(CNC(=O)O[C@H]2CN(C(=O)OC(C)C)N(C(=O)OC(C)C)[C@@H]3CN(S(=O)(=O)c4ccc(C)cc4)C[C@]23O)cc1OC | 11.0 | 7.1 | 6.7 | -0.5 | -2.0 | 18.5 | . | -2.3 | -0.5 | . | -5.0 |
| COc1ccc(CC2NCCC3=CC(=O)CCC32)cc1O (configuration not stated) | -15.0 | -9.8 | 7.9 | 26.3 | -1.5 | -3.0 | -22.7 | 145.5* | 1.4 | 0.2 | -5.3 |
| COc1ccc(NC(=O)C(=O)c2cn(CC(=O)N3CCOCC3)c3ccccc23)cc1OC | -6.4 | 10.8 | -7.9 | 22.7 | -21.8 | -36.6 | -4.4 | -0.7 | -0.4 | -1.1 | -3.2 |

Shown as a hit in Peg3 prom inh, among the entries above:
SMILES,Peg3 prom inh,HIF-2a inh,CF NFkB block,PDI inh,NR2E3 ag-1,TRPM1 prom inh,Vif imaging,Shn3 inh set2,NR2E3 ag-2,CaV13 ICDI inh
NC(CCc1ccccc1)c1csc(Nc2nncc3ccccc23)n1 (configuration not stated),89.8*,-4.2,26.2,17.4,-2.6,.,10.4,-1.3,.,-3.4

Additional records:
| canonical_smiles | KKLEB cytotox | Peg3 prom inh | HIF-2a inh | CF NFkB block | PDI inh | NR2E3 ag-1 | TRPM1 prom inh | Vif imaging | Shn3 inh set2 | NR2E3 ag-2 | CaV13 ICDI inh |
| --- | --- | --- | --- | --- | --- | --- | --- | --- | --- | --- | --- |
| NC(=O)[C@@H]1CCCNc2c(F)cc([N+](=O)[O-])cc2C(=O)N[C@@H](CCC(=O)O)C(=O)N[C@@H](CO)C(=O)N1 | -2.1 | -37.2 | -8.5 | 12.4 | -0.7 | 4.0 | 0.2 | -1.6 | 1.6 | -2.1 | -10.4 |
| CCn1c(=O)c2cc(S(=O)(=O)NC3CCCCC3)ccc2n(CC)c1=O | 7.6 | 9.8 | 14.0 | -4.5 | -6.4 | 9.1 | 3.5 | -0.8 | 0.3 | 6.3 | -4.0 |
| COc1cc(C(=O)N/C(=C\c2cn(S(=O)(=O)N(C)C)c3ccccc23)C(=O)NCCCO)cc(OC)c1OC | 23.7 | 9.0 | 12.8 | 5.5 | 3.4 | 7.5 | 8.6 | -1.0 | 2.8 | 1.4 | 0.3 |
| Cc1cc(-c2nnc(CCC(=O)N(CC3CCC3)CC3CCCO3)o2)no1 (configuration not stated) | 5.6 | -86.8 | -144.1 | 2.1 | 0.2 | -52.3 | -28.0 | 6.9 | -38.0 | -0.7 | -4.5 |
| Cn1c(CC(=O)Nc2ccccc2C(F)(F)F)c(Sc2ccccc2)c2ccccc21 | 6.6 | 8.5 | 21.4 | 11.1 | -6.4 | 8.9 | 21.9 | 0.5 | 75.7 | -1.9 | -5.8 |
| O=C(CSc1nnnn1-c1ccc(Cl)cc1)N1CCNC1=O | -0.3 | -26.3 | -47.1 | -7.8 | -7.2 | -11.7 | -8.0 | 0.2 | -6.5 | . | -5.3 |
| c1ccc(CNc2nc(NCc3ccccc3)c3ccccc3n2)cc1 | -19.2 | 104.5* | 25.8 | -28.1 | 0.4 | -3.0 | 33.6 | -26.6 | 26.2 | -2.3 | . |
| N#Cc1ccccc1OCC(=O)N1N=C(c2cccs2)CC1c1ccco1 (configuration not stated) | 0.6 | -101.0 | -161.7 | 10.3 | -0.3 | -7.1 | -22.8 | 3.7 | -55.9 | 0.5 | -2.5 |
| COc1ccc(C(=O)N/C(=C\c2cn(S(=O)(=O)N(C)C)c3ccccc23)C(=O)N2CCOCC2)cc1 | 4.1 | -6.9 | 9.9 | 4.1 | -2.4 | 10.5 | -12.2 | -1.1 | -13.1 | -4.0 | -13.1 |
| C=CCN(CC=C)C(=S)Nc1cc(Cl)ccc1OC | 5.5 | 11.6 | 11.2 | 31.1 | 6.1 | -19.6 | 4.9 | 6.0 | 2.8 | 3.0 | -7.0 |
| CCOC(=O)c1cc2oc(C(c3nnnn3C3CCCCC3)N3CCOCC3)cc2[nH]1 (configuration not stated) | -1.2 | 21.5 | 9.8 | -9.0 | 8.5 | -9.8 | -7.7 | 20.2 | 14.1 | 2.6 | -4.4 |
| Nc1ccc2ccc(O)cc2c1 | -21.4 | -104.0 | -109.2 | 49.8 | 9.2 | -40.8 | 17.4 | -5.0 | -18.4 | . | -5.7 |
| COc1ccc(N2CCN(C(=O)CSc3nnc(C4CC4)n3C3CC3)CC2)cc1 | 3.1 | 6.0 | 12.8 | 10.6 | -5.5 | -8.8 | . | . | -17.2 | . | -13.4 |
| Cc1cccc(CSc2nnnn2-c2ccccc2)c1 | -0.3 | -14.8 | -45.0 | 15.7 | -0.1 | -17.5 | 5.1 | 0.0 | -13.5 | 1.0 | -5.1 |
| COc1ccccc1-n1cnnc1SCC(=O)c1c[nH]c2ccccc12 | 0.6 | 6.8 | 17.0 | 5.3 | -19.9 | -1.4 | 10.8 | 6.4 | 13.0 | 1.7 | -3.1 |
| COc1ccc(NC(=O)C2(C)Cc3c(-c4ccccc4)ccnc3O2)cc1OC (configuration not stated) | 25.7 | 15.5 | 24.9 | -32.2 | 10.3 | -1.9 | . | . | 54.2 | . | -5.7 |
| O=C(NCc1ccco1)C1(S(=O)(=O)c2ccc(Cl)cc2)CC1 | -5.2 | 4.4 | 8.3 | -7.0 | 0.5 | 14.1 | 11.5 | 15.1 | 12.7 | -2.0 | -9.7 |
| C#CCOc1ccc2c(C)cc(=O)oc2c1 | 1.6 | -28.1 | -44.1 | -12.6 | -3.3 | -25.5 | -19.9 | -4.0&-1.7 | -10.0&-21.0 | 3.0 | -6.0 |
| N#C/C(=C\c1ccc(N2CCOCC2)o1)C(=O)NCCc1ccccc1 | 5.1 | -68.2 | -106.0 | -15.1 | -4.2 | 0.8 | -16.4 | . | 9.7 | 2.5 | + |
| COc1cc(NS(=O)(=O)c2ccc(NC(=S)NC(=O)c3sc4ccccc4c3Cl)cc2)ncn1 | -3.5 | -8.4 | -24.5 | 21.2 | 0.7 | -31.9 | -7.6 | -1.9 | -0.5 | 3.6 | -5.3 |

Compound activity from PubChem.
